# M1 ag parental: counter-screen for M1 agonists: effect in parental CHO-K1 cells. Fluo-8 calcium fluorescence; scaled to maximal ATP response, vehicle zero. activation, % at 3 µM. 360,000 compounds, 0.48% hits. AID 602248, 2012; in the data active = activation above about 15%;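 also: untransfected CHO-K1 host cells lacking M1 receptor as counterscreen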
# CHRM1 PAM: human M1 muscarinic receptor positive allosteric modulators, primary screen, CHO-K1 cells, Fluo-8 calcium fluorescence, 1536-well; Muscarinic acetylcholine receptor M1 (Homo sapiens), P11229; AID 588819, 2011; activation, % at 3 µM; 360,000 compounds, 0.088% hits; CHO-K1 hM1, ACh EC20; 0% = ACh EC20, 100% = maximal ACh; in the data active = activation above about 19%, passing the limit was not always enough
# CHO-K1 Ca antag: nonselective inhibitor or artifact in parental CHO-K1 cells; 360,000 compounds, 0.6% hits; AID 602250; inhibition, % at 3 µM; ATP-induced calcium, Fluo-8 fluorescence;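 active = inhibition above a per-plate cutoff, the plate's mean sample inhibition plus 3 SD, cut at about 24% in these data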;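 also: 0% = DMSO plus EC80 ATP and 100% = DMSO alone without ATP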
# OXTR potentiate: human OXTR potentiators, primary screen, fluorescence, CHO-OTR cells, Fluo-8 calcium | activation, % at 3 µM | 320,000 compounds, 0.061% hits | Oxytocin receptor (Homo sapiens), P30559 | AID 2445, 2010 | Fluo-8 calcium fluorescence, potentiator mode; 0% = oxytocin EC15, 100% = EC100;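 active = activation above that plate's cutoff, the mean activation of tested compounds plus 3 SD, cut at about 6.6% in these data, passing the limit was not always enough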;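 also: 100% uses oxytocin at 75 nM as the full agonist control; some results filed as inactive read as strong as hits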
# Target sequence (P30559 whole entry, looked up): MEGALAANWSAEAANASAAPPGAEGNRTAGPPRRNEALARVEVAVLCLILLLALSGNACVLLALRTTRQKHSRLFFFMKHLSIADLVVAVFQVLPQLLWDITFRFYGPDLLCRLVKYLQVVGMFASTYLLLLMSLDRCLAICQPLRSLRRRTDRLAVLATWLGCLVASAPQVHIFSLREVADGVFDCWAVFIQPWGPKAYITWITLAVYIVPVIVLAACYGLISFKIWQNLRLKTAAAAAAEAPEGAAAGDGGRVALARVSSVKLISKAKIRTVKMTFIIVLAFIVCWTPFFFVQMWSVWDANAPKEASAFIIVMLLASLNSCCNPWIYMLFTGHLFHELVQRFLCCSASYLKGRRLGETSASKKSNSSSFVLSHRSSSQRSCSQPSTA
#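 Assay system: CHO cell line stably expressing human OTR | Also added: Oxytocin at about EC15, sub-maximal agonist stimulus | Times: Compound 6 min at room temperature before oxytocin, 100 s read | Measured by: Fluo-8 intracellular calcium fluorescence, ex 470-495, em 515-575 nm | Controls: EC15 oxytocin alone as 0%, 75 nM oxytocin as 100%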
# M4 antag: human M4 muscarinic receptor antagonists, primary screen, CHO cells, Fluo-8 calcium fluorescence; inhibition, % at 3 µM; Muscarinic acetylcholine receptor M4 (Homo sapiens), P08173; CHO-hM4 cells, ACh EC80; 360,000 compounds, 0.73% hits;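 active = inhibition above its plate's cutoff, the mean inhibition of sample wells plus 3 SD, cut at about 27% in these data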;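 also: 0% = acetylcholine EC80 with DMSO and 100% = DMSO without agonist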
# Target sequence (P08173 whole entry, looked up): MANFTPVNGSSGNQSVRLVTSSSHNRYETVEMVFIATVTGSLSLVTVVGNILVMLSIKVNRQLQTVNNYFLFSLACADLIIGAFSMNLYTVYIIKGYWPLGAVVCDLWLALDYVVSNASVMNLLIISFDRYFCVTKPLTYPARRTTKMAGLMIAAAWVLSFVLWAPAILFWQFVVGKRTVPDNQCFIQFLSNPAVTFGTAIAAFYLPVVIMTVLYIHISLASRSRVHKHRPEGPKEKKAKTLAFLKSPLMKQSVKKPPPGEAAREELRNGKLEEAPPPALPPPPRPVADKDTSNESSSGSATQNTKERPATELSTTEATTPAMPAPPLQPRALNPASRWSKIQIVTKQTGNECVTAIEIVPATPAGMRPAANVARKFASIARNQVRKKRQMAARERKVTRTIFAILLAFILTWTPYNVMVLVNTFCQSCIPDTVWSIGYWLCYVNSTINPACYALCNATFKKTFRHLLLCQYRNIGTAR
# M1 antag: human M1 muscarinic receptor antagonists, primary screen, CHO-K1 cells, Fluo-8 calcium fluorescence, 1536-well; Muscarinic acetylcholine receptor M1 (Homo sapiens), P11229; CHO-K1 hM1, ACh EC80 antagonist; inhibition, % at 3 µM; 360,000 compounds, 1.3% hits; AID 588852, 2011;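 active = percent inhibition above its own plate's cutoff, namely the mean of that plate's compound wells plus 3 SD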;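 also: peak over basal fluorescence ratio during 140 s after agonist addition; 0% = ACh EC80 plus DMSO and 100% = DMSO alone without agonist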
# CHO parental Ca: ATP-evoked calcium signal inhibitors, parental CHO, primary screen, counter-screen for OX1R antagonist project, cell-based, fluorescence, Fluo-8 calcium dye; parental CHO-K1, ATP-induced calcium, Fluo-8 fluorescence; inhibition, % at 5.6 µM; 330,000 compounds, 0.63% hits;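 active = inhibition above that plate's mean sample inhibition plus 3 SD, cut at about 26% in these data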;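 also: 0% = ATP-challenged DMSO wells and 100% = DMSO wells without ATP; some compounds past the cut are filed as inactive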
#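 Material: parental CHO cells / Compound: single nominal dose of 5.6 µM per compound / Signal: Fluo-8 fluorescence / Replicates: singlicate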
# CHRM1 agonist: human M1 muscarinic receptor agonists, primary screen, Fluo-8 calcium fluorescence, CHO-K1 cells, HTS. 360,000 compounds, 0.33% hits. activation, % at 3 µM. AID 588814, 2011. CHO-K1 hM1, agonist mode; 0% DMSO, 100% acetylcholine EC100;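 active = activation above the run's mean compound activation plus 3 SD, cut at about 16% in these data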;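 also: peak over basal fluorescence ratio within a 140 s kinetic read after compound addition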
# M4 ag: human M4 muscarinic receptor agonists, primary screen, CHO-K1 cells, Fluo-8 calcium fluorescence | Muscarinic acetylcholine receptor M4 (Homo sapiens), P08173 | CHO-K1 hM4/Gqi5; vehicle 0%, full acetylcholine response 100% | activation, % at 3 µM | 360,000 compounds, 0.14% hits;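 active = activation above the run mean over all test wells plus 3 SD, cut at about 32% in these data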;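 also: peak over basal fluorescence ratio per well then scaled between controls; 0% = DMSO wells and 100% = acetylcholine at EC100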
# An asterisk follows results filed as active; . = not tested or not shown.
SMILES,M1 ag parental,CHRM1 PAM,CHO-K1 Ca antag,OXTR potentiate,M4 antag,M1 antag,CHO parental Ca,CHRM1 agonist,M4 ag
Cc1cccc(N=C2NC(=O)S/C2=C\c2ccco2)c1,2.5,-7,4,-6,6,5,-4,-1,3
CC(C)[C@@H](CO)NC(=O)c1ccc2c3n(nc2c1)-c1ccccc1CO3,-0.2,3,4,-4,3,8,-14,0,4
Cc1cccc(CCNS(=O)(=O)c2ccc(S(=O)(=O)N3CCCCC3)cc2)c1,0.7,-4,-9,-3,-11,9,-4,-3,0
O=C(Nc1ccccc1N1CCCC1)C1=COCCO1,0.3,0,-13,-8,11,2,-19,-6,0
O=Cc1c(F)cccc1N1CCCC1,-0.3,2,-9,-9,5,2,-10,-3,1
COC(=O)CC(N)c1ccc(Br)cc1 (stereo not given),-0.3,4,-16,-8,-1,2,10,1,2
CCn1cc(/C=C2/SC(=S)NC2=O)c(C)n1,1.5,1,-2,3,-1,7,-4,-8,1
COc1ccccc1Nc1ccc(C(=O)O)cc1[N+](=O)[O-],0.0,3,-9,-12,-23,-3,-6,-4,0
c1ccc2c(-c3c[nH]c4ccccc34)c3ccccc3nc2c1,0.6,1,-2,-15,7,-1,-10,-3,-2
Cc1cccc(C)c1NC(=O)CNC(=O)c1ccc(N2CCCC2)c([N+](=O)[O-])c1,0.2,8,-13,-5,-2,-10,-2,-5,1
O=S(=O)(c1cccs1)N1CCC2(CC1)OCCO2,1.3,2,-8,-3,1,0,8,-2,0
Cc1ccc(S(=O)(=O)N2CC(=NO)C2)cc1,0.0,2,-8,-1,9,-1,-3,-5,1
CSc1ccc(NC(=O)NCCN2CCc3ccccc3C2)cc1,3.7,-5,-37,-9,-2,1,-8,-12,7
CN1CCC(=O)N(CCOc2ccccc2)CC1,-0.1,13,10,-6,-15,-2,-10,-3,1
Cc1ccc(C)c(NC(=O)NCCN2CCCCC2)c1,0.7,15,-4,.,6,-15,.,-9,1
O=C(COC(=O)COc1cccc(F)c1)Nc1nc2ccccc2s1,0.5,5,-11,-3,2,-5,3,-3,0
COc1ccc(C2c3cc4c(cc3OC(NNC(N)=O)C2C)OCO4)cc1 (stereo not given),2.7,7,-18,.,-11,-5,.,-2,1
Cn1c(C(=O)NCCCN2CCN(c3ccccc3F)CC2)cc2c(=O)n(C)c3ccccc3c21,0.6,4,4,-2,-18,-5,-23,-9,6
CCOc1ccccc1N1CCN(CC(O)COC2CCCc3ccccc32)CC1 (stereo not given),5.6,-31,-13,-9,-5,48*,-21,-11,6
COc1ccccc1NC(=O)c1ccc(NC(=O)COC(=O)c2cccnc2Cl)cc1,4.9,-1,-10,-5,4,1,-13,3,16
CCOC(=O)C(=O)Nc1nc(-c2ccccc2)c(CC)s1,-0.1,9,-1,-12,3,-25,1,-5,0
O=C(Cc1ccc(F)cc1)N1CCN(c2ccc([N+](=O)[O-])cc2)CC1,6.5,-15,6,.,13,20,.,-5,9
Cc1nc2ccc(Br)cc2c(=O)n1Cc1cccs1,2.3,5,-7,4,-9,-4,-8,-5,3
COc1ccc(/C=C2\SC(=O)N(CCCC(=O)Nc3cc(Cl)ccc3C(=O)O)C2=O)cc1,-0.5,12,0,-6,7,-14,-15,-1,0
COc1ccc(C2CC(c3cccs3)n3nc(N)nc3N2)cc1 (stereo not given),1.0,2,5,1,-2,-8,-18,-3,6

# The last 3 entries of the section above come first, to join the parts:
SMILES,M1 ag parental,CHRM1 PAM,CHO-K1 Ca antag,OXTR potentiate,M4 antag,M1 antag,CHO parental Ca,CHRM1 agonist,M4 ag
Cc1nc2ccc(Br)cc2c(=O)n1Cc1cccs1,2.3,5,-7,4,-9,-4,-8,-5,3
COc1ccc(/C=C2\SC(=O)N(CCCC(=O)Nc3cc(Cl)ccc3C(=O)O)C2=O)cc1,-0.5,12,0,-6,7,-14,-15,-1,0
COc1ccc(C2CC(c3cccs3)n3nc(N)nc3N2)cc1 (stereo not given),1.0,2,5,1,-2,-8,-18,-3,6
COc1ccc(C(N)=O)cc1NC(=O)c1cccc(F)c1,0.3,7,-2,-18,-2,-8,-8,0,0
CC(C)(C)Nc1nc(SCC(=O)Nc2ccccc2Cl)nc(N2CCOCC2)n1,-1.1,6,10,-14,4,2,-23,2,-2
COc1ccc(N(CC(=O)NCc2ccccc2)S(=O)(=O)c2c(C)noc2C)cc1,-0.3,13,0,-10,0,-9,-12,-2,0
C=CCN(c1nc(C)cc(OC)n1)S(=O)(=O)c1ccc(C)cc1,0.4,-4,-15,-11,1,4,-19,-8,-2
COc1cccc(OC)c1C1=NC(C)(C)CO1,-0.1,-1,-4,-2,-3,-10,-5,-1,0
O=c1c(Cl)c(N2CCNCC2)cnn1C12CC3CC(CC(C3)C1)C2,0.8,-21,-13,-10,31*,35*,1,-8,0
Cn1c(=O)c2c(SC3CCCC3)nc(C3CC3)nc2n(C)c1=O,0.4,-7,2,-9,-4,9,-13,-2,0
COc1ccc(-c2nc(CS(=O)CC(=O)NCC3CCCO3)c(C)o2)cc1 (stereo not given),0.1,4,-7,-2,-27,-10,-9,-5,3
COc1cccc(C(=O)NCCNC(=O)c2cnccn2)c1,0.6,3,-5,-8,-4,1,-7,3,1
CCN(CC(=O)Nc1ccc(C)c(S(=O)(=O)N(C)C)c1)Cc1ccccc1,6.3,3,-8,-7,3,-3,-8,-9,2
COc1cc(NC(=O)CCc2c(C)noc2C)c(C(=O)O)cc1OC,0.3,12,-1,.,-5,-11,.,-3,0
CC(=O)Nc1cccc(C(=O)N(CCc2ccccc2)Cc2ccccc2)c1,0.5,8,-1,.,-12,2,.,-1,4
CC(C)c1ccc(NC(=O)COc2nnc(-c3cccs3)c(-c3cccs3)n2)cc1,0.1,4,-10,-8,5,-3,-13,-3,-1
Cc1cccc(-c2ccc3[nH]c4c(c3c2)CCN2C[C@H]3[C@H](C)ON(C)[C@H]3C[C@@H]42)c1,0.1,16,3,.,-12,-16,.,-1,5
N#CC1(NC(=O)COC(=O)c2ccc(Cl)nc2)CCCCC1,-0.1,3,3,-17,-15,-8,-12,-2,0
O=C(Cn1c(=O)n(CCC(=O)N2CCCCC2)c(=O)c2sccc21)NCc1ccccc1,0.6,2,4,-20,3,-3,-14,-6,-1
CC1CC(C)CN(CCCNC(=O)c2ccc(CS(=O)(=O)Cc3ccccc3F)o2)C1 (stereo not given),0.2,5,-1,-10,-5,-1,-19,-5,1
O=C(Nc1ccccc1Cl)c1ccc([N+](=O)[O-])o1,-0.4,-2,15,9,3,0,-11,-6,0
Cc1ccc(NC(=O)c2nc[nH]c2C(=O)N2CCN(C(=O)OC(C)(C)C)CC2)cc1,-0.7,-8,-2,3,6,5,-19,-2,1
O=C(Nc1ccncc1)Nc1cccc(C(F)(F)F)c1,14,-3,23,-8,5,7,12,8,18
OCC1(Cc2ccccc2)CCCN(Cc2ccc(-c3ccco3)cc2)C1 (stereo not given),3.5,-24,-11,7,12,44*,-12,-8,12
CCOC(=O)N1CCN(c2cc(C)nc3nc(C)nn23)CC1,0.7,3,0,2,0,-11,-8,-3,0
O=C(c1ccccc1)c1c[nH]c(C(=O)NNc2ccccc2)c1,-0.3,0,11,-6,10,5,-16,-6,1
Cc1ccccc1COc1cccn2c(N(C)C(=O)CCC3CCCC3)c(C)nc12,5.4,-30,-7,.,8,39*,.,-5,13
Cc1ccccc1NC(=O)OCc1ccccc1,-0.4,10,2,6,5,-11,-10,-4,0
# Further compounds follow:
SMILES,M1 ag parental,CHRM1 PAM,CHO-K1 Ca antag,OXTR potentiate,M4 antag,M1 antag,CHO parental Ca,CHRM1 agonist,M4 ag
Cc1ccc(-c2nnc(SCC(=O)NC3CC3)o2)cc1,0.1,16,-21,1,-12,-18,-2,8,1
Cc1cc(C(=O)COC(=O)C2=NNC(=O)CC2)c(C)n1CCc1ccccc1,2.1,-5,-6,-8,1,18,-25,-4,3
N#Cc1ccc[n+](CC(=O)c2ccc(Cl)cc2)c1,0.2,16,11,-9,-18,-22,-9,-6,1
Cc1cccc2c1NC(=O)C2=O,0.0,8,4,.,4,-4,.,0,2
O=C(CSc1nc2ccccc2c(=O)n1NC(=O)Cc1ccccc1)NCCc1ccccc1,1.4,-1,-4,5,5,-7,-26,0,2
COc1ccccc1NC(=O)C(=O)N1N=C(C(C)C)CC1(O)C(F)(F)F (stereo not given),-0.5,0,-1,-2,4,3,-7,-6,0
COc1cc(C(=O)N2CCN(C(=O)C3CC3)CC2)cc(OC)c1OC,0.2,5,6,-10,-1,-27,-11,-1,1
CC(NC(=O)NC(=O)c1ccc(Cl)cc1)c1ccccc1 (stereo not given),0.6,17,-8,-14,-18,-14,-15,1,2
CCOC(=O)C1CCCN(S(=O)(=O)c2cccc3cccnc23)C1 (stereo not given),0.4,-1,1,-5,0,2,-15,-1,1
CCC(C(=O)N1CCN(c2ccccc2OC)CC1)c1ccccc1 (stereo not given),0.6,-2,0,-17,7,8,-15,-5,2
CCOc1ccc(C(C(=O)NCC2CCCO2)N(C(=O)c2snc(C(N)=O)c2N)c2cccc(F)c2)cc1 (stereo not given),4.6,-10,-1,-16,9,12,-13,2,19
COc1ccc(NC(=O)CC2Oc3ccc(C)cc3NC2=O)cc1 (stereo not given),0.0,1,-6,-4,-7,-3,-12,-6,0
COc1ccc(/C=C/c2nc(S(=O)(=O)c3ccccc3)c(NCCCN(C)C)o2)cc1OC,5.3,7,-14,-3,-4,-7,-25,-6,0
CCc1ccc(S(=O)(=O)N2c3ccc(C)cc3C3CN(C)CCC32)cc1 (stereo not given),0.8,3,-3,-3,-2,-8,-22,-6,2
COc1cc(C(=O)c2ccccc2)c([N+](=O)[O-])cc1OC,-0.2,4,-6,-4,2,-2,-12,-4,-1
O=C(N/N=C/c1ccc[nH]1)c1ccc2c(c1)OCO2,1.2,5,-9,0,0,-7,-1,-3,0
Cc1c(C(=O)N2CCC3(CC2)CC(=O)c2ccccc2O3)cccc1[N+](=O)[O-],4.4,4,-4,-11,-13,-7,11,1,11
Cc1ccc(S(=O)(=O)NCc2ccncc2)cc1C,13,-5,18,-28,14,23,33*,-2,11
N#CCN(CC#N)C(=O)C1c2ccccc2Oc2ccccc21,0.4,2,12,-11,-2,-6,16,-5,2

# Ordered by value in CHRM1 PAM (ascending): 3 of the compounds above.
Molecule | CHRM1 PAM
COc1cc(C(=O)c2ccccc2)c([N+](=O)[O-])cc1OC | 4
COc1cc(C(=O)N2CCN(C(=O)C3CC3)CC2)cc(OC)c1OC | 5
Cc1cccc2c1NC(=O)C2=O | 8

# Screening data: PubChem BioAssay, The Scripps Research Institute Molecular Screening Center
